# From PubChem BioAssay
# Statin myotox sup: suppressors of simvastatin-induced myotoxicity in C2C12 myotubes. ATP luminescence, 48 h; scaled: DMSO 0, geranylgeraniol control 100. rescue of ATP level, % at 7.49 µM. 330,000 tested, 0.78% active. AID 602340;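 active means mean ATP rescue above about 67%, or every replicate alone reaching that limit, limit read from the data, passing the limit was not always enough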;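 further: myotubes were challenged with 10 µM simvastatin during compound exposure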
# INS-1E GSIS act: primary screen for activators of insulin secretion dependent on glucose, INS-1E cells, GLuc reporter luminescence | AID 743287 | activation, % at 16.6 µM | INS-1E GLuc reporter insulin secretion, 2-3 h | 370,000 tested, 0.61% active;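 active means lowest replicate activation of at least 40%, so every replicate reaches that level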;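 further: 0% = median of neutral control wells and 100% = median of IBMX positive control wells; some compounds called inactive have numbers as strong as hits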
# PglD inh: inhibitors of Campylobacter jejuni PglD acetyltransferase; inhibition, % at 12.5 µM; AID 602405; purified PglD enzyme, DTNB colorimetric CoA detection; 360,000 tested, 0.098% active; in the data active means inhibition above about 16%, passing the limit was not always enough; further: strong numbers were not always called active
# FN deposit inh: fibronectin deposition inhibition | AH1F fibroblasts, Alexa488-fibronectin deposition fluorescence, overnight | inhibition, % at 12.6 µM | 350,000 tested, 0.086% active | AID 743247;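 active means mean inhibition across replicates of 30% or more, regardless of how many single replicates reach that level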;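 further: positive control wells lacked labelled fibronectin entirely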
#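 Material: AH1F fibroblast monolayer depositing Alexa488-labelled fibronectin into matrix | Input: 10000 AH1F cells/well | Medium: DMEM plus 2% serum, read in PBS | Reagent: Alexa488-fibronectin, 24 nM final in well | Compound dosing: One dose per compound, pinned | Schedule: 1 h adhesion, overnight exposure | Measured by: Fluorescence at 485 nm excitation, 525 nm emission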
# Cneo AK release: causes C. neoformans cell lysis; 360,000 tested, 0.2% active; lysis activity, % at 15 µM; adenylate kinase release luminescence, 4 h; normalised: neutral wells 0, clomiphene wells 100; AID 651654;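 active means mean lysis activity across replicates of at least 80%, whatever share of replicates individually reach that level; inactive means mean lysis activity below 80%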
#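 Assay system: C. neoformans cells. Amount: yeast cell density of 5 × 10^6 cells/mL. Technique: AK luminescence. Buffer or medium: YPD. Times: static 4 h at 37 °C with compound, 1 h detection. Dosing: single-point compound dose. Read-out: lysis from increased AK signal.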
# PGC1a acetyl inh: lowers PGC1a acetylation signal in U2OS cells | AlphaScreen anti-acetyl-lysine; with virally co-expressed GCN5 acetyltransferase | 350,000 tested, 0.17% active | AID 651687 | inhibition, % at 15.6 µM;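 active means every replicate shows inhibition of at least 40%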;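 further: 0% = neutral control wells and 100% = positive control wells; some results beyond the cut were filed as inactive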
# CFTR F508del cor: CFTR F508del correction in bronchial cells | CFBE cells, YFP halide quenching; stimulated with forskolin plus potentiator P3; % fluorescence drop versus neutral controls | activity (quench increase), % at 7.58 µM | 350,000 tested, 0.36% active;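 active means mean added fluorescence quench of at least 8% versus neutral control, with both replicates also reaching 8%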;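 further: cells transiently co-express mutant CFTR-F508del with the halide-sensitive YFP; corrector assay measuring rescue of mutant channel to the surface after 24 h compound exposure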
# miR-122 sensor: blocks miR-122 activity in Huh7 sensor cells. Huh7 miR-122 Renilla luciferase sensor, 48 h; neutral wells = 0, positive control = 100. activation (reporter increase), % at 12.5 µM. 340,000 tested, 0.3% active. AID 602342;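 active means mean replicate activation score at least 90 and every replicate individually at or above 90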;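 further: higher luciferase means less miR-122 activity so hits act as miR-122 inhibitors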
# * marks the source's active call; other numbers are inactive results; · = no result given; [ ] = dose if it differs, or a comment.
SMILES,Statin myotox sup,INS-1E GSIS act,PglD inh,FN deposit inh,Cneo AK release,PGC1a acetyl inh,CFTR F508del cor,miR-122 sensor
CC(=O)c1ccc2c(c1)OCCOCCOc1ccccc1OCCOCCO2,·,·,-1,-4,3,3,1.0,-2
C[C@@H]1CN([C@@H](C)CO)C(=O)c2cc(-c3ccccc3)cnc2O[C@H]1CN(C)Cc1ccccn1,17,7,3,11,-1,-4,-0.5,8[16.7 µM]
COc1ccccc1CNC(=O)CCCc1cn(C)c2ccccc12,8,-6,7,3,-3,-3,-1.0,2
Cc1ccc(C(=O)NCC(=O)Nc2cc(C)ccn2)cc1,7,-6,-1,2,-1,3,1.2,0
CC(=O)OCC1=C(C(=O)O)N2C(=O)[C@@H](NC(=O)CSc3ccncc3)[C@H]2SC1,-10,9,10,-3,0,4,1.0,3
CCC[C@H]1CN(c2ccc(OC)cc2)C(=O)[C@@H]1CC(=O)Nc1ccccc1,4,-7,-4,7,-2,2,4.4,14
CC(=O)Nc1ccc(S(=O)(=O)N2CCCC2C(=O)Nc2ccc(F)cc2)cc1 (stereo unspecified),10,5,2,-11,-2,2,-0.8,-3
Cc1cccc(NS(=O)(=O)c2ccc(C(=O)NCC3CCCO3)cc2)c1C (stereo unspecified),3,-36,5,·,-1,·,0.0,·
COCCN(C(=O)CNC(=O)c1ccco1)C(C(=O)NC1CCCC1)c1ccc(OC)cc1 (stereo unspecified),-1,3,1,6,8,·,-0.3,-3
O=C(O)c1ccc2noc(-c3ccccc3)c2c1,6,3,0,·,4,-7,·,-5

# Sorted by count of non-hydrogen atoms (ascending): five of the compounds above.
SMILES,Statin myotox sup,INS-1E GSIS act,PglD inh,FN deposit inh,Cneo AK release,PGC1a acetyl inh,CFTR F508del cor,miR-122 sensor
Cc1ccc(C(=O)NCC(=O)Nc2cc(C)ccn2)cc1,7,-6,-1,2,-1,3,1.2,0
COc1ccccc1CNC(=O)CCCc1cn(C)c2ccccc12,8,-6,7,3,-3,-3,-1.0,2
CCC[C@H]1CN(c2ccc(OC)cc2)C(=O)[C@@H]1CC(=O)Nc1ccccc1,4,-7,-4,7,-2,2,4.4,14
CC(=O)OCC1=C(C(=O)O)N2C(=O)[C@@H](NC(=O)CSc3ccncc3)[C@H]2SC1,-10,9,10,-3,0,4,1.0,3
COCCN(C(=O)CNC(=O)c1ccco1)C(C(=O)NC1CCCC1)c1ccc(OC)cc1 (stereo unspecified),-1,3,1,6,8,·,-0.3,-3

# Other records.
SMILES,Statin myotox sup,INS-1E GSIS act,PglD inh,FN deposit inh,Cneo AK release,PGC1a acetyl inh,CFTR F508del cor,miR-122 sensor
C/C(=N\NC(=O)CNc1cccc(Cl)c1C)c1cccs1,3,-4,3,1,0,-10,2.6,1
C=CCN=C(NC#N)SCCc1ccccc1,35,13,1,·,0,9,·,0
CC(=O)Oc1ccc(Cn2c(C)c(C(=O)NC3CC3)sc2=O)cc1,-11,10,1,4,-1,·,0.6,·
CC(C)(C)c1ccc(C(=O)Nc2ccc(S(=O)(=O)Nc3cnc4ccccc4n3)cc2)cc1,-7,-14,-1,0,-21,·,1.3,·
C[C@@H]1CN([C@@H](C)CO)C(=O)c2cc(NC(=O)Cc3ccccc3)ccc2O[C@@H]1CN(C)S(C)(=O)=O,30,-5,-1,1,-9,-4,-1.7,-1[16.7 µM]
C[C@@H]1CN([C@H](C)CO)C(=O)c2cccc(NS(C)(=O)=O)c2O[C@H]1CN(C)C(=O)Nc1ccc2c(c1)OCO2,·,9,-2,·,-6,-8,2.1,2[16.7 µM]
CCN(CC)c1ccc(NC(=O)CCCCC(=O)Nc2ccc(N(CC)CC)cc2)cc1,-19,1,1,-1,-1,·,0.4,-6
O=C(C[C@H]1C[C@H]2c3cc(NC(=O)CC4CC4)ccc3O[C@H]2[C@@H](CO)O1)NCCN1CCCCC1,-2,-16,1,-7,-3,4,-8.1,-5[16.7 µM]
COc1ccc(S(=O)(=O)Nc2ccc3c(c2)C(=O)N([C@H](C)CO)C[C@@H](C)[C@H](CN(C)C(=O)Nc2ccccc2)O3)cc1,9,9,4,·,-2,6,-1.8,-6[16.7 µM]
COc1cc(C(C)=O)ccc1OCC(=O)OCC(=O)c1cc(C)n(CC2CCCO2)c1C (stereo unspecified),3,-10,3,-6,-2,·,-0.3,·
O=C(CSc1nc(-c2ccccc2)c(-c2ccccc2)o1)NCCCO,-1,27,4,-4,2,11,-1.8,0
CO[C@@H]1CN(C)C(=O)c2cc(NC(=O)NC(C)C)ccc2OC[C@H](C)NC[C@H]1C,0,-4,2,-8,-2,-3,-0.2,-3[16.7 µM]
CO[C@H]1CN(C)C(=O)c2cc(NC(=O)Cc3ccccc3)ccc2OC[C@@H](C)N(C)C[C@H]1C,-1,2,1,·,2,·,·,1[16.7 µM]
O=C(CCCn1c(=O)[nH]c2cc(Cl)ccc2c1=O)NCCCN1CCCC1=O,-7,·,7,·,8,7,·,-10
COc1cccc(CN(C)C(=O)c2cc(-c3cccs3)nc3ccccc23)c1,8,2,-2,10,-1,·,1.5,-1
O=C(c1ccccc1/S(=N/S(=O)(=O)c1ccccc1)N1CCOCC1)N1CCOCC1 (stereo unspecified),2,·,3,-1,0,1,·,-1
O=C(O)CC(Sc1n[nH]c(=S)s1)C(=O)O (stereo unspecified),-3,·,6,-3,-3,-1,·,-2
C[C@@H]1CCCCO[C@H](CN(C)C(=O)Nc2ccc3c(c2)OCO3)[C@H](C)CN([C@H](C)CO)C(=O)c2cc(NS(=O)(=O)c3ccc(F)cc3)ccc2O1,·,-9,·,-8,·,2,7.1,·
COC(=O)CCCC1=CC2=CC(=O)C(C)(OC(=O)c3cccs3)C(=O)C2=CN1CCc1c[nH]c2ccccc12 (stereo unspecified),-2,2,1,-3,0,11,-1.2,-1
Cc1cc(C(=O)CSc2nnc(Nc3ccccc3)s2)c(C)n1CC1CCCO1 (stereo unspecified),11,·,6,·,-1,-16,·,-4
Cc1cc(C)cc(SCc2noc(C(=O)NCCN(C)C)c2C(=O)NCCN(C)C)c1,8,25,1,0,1,·,-0.2,·
C[C@H]1CN([C@@H](C)CO)C(=O)Cc2cc(NC(=O)C3CC3)ccc2O[C@@H]1CN(C)Cc1ccc(C(=O)Nc2ccccc2N)cc1,64,5,1,·,31,0,-0.6,-3[16.7 µM]
CC(=O)N1[C@@H]2c3ccc(-c4ccccc4F)c(=O)n3C[C@@H]2[C@@H](CO)[C@@H]1C(=O)N(C)C,10,30,-1,·,-3,·,·,·
CCS(=O)(=O)NCCc1csc(-c2cccnc2)n1,4,6,5,-10,-6,·,-2.7,·
COc1ccc(-c2nc(SCC(=O)NCc3ccco3)c(-c3ccccc3)[nH]2)cc1OC,·,-11,0,0,0,-5,·,11
CCOC(=O)N1CCN(C(=O)CSc2nc(=O)n3ccc(C)cc3n2)CC1,1,13,11,3,-1,·,1.8,-2
S=c1nn[nH]c2ccccc12,-6,·,·,7,·,-3,0.7,-4
Cc1ccc(N(CCCCN2C(=O)c3ccccc3C2=O)C(=O)c2cccs2)cc1,26,·,0,·,-2,8,·,1
N#Cc1cccc(CSc2ncnc(N)n2)c1,1,5,-5,3,0,2,-1.6,2
O=C(CN1C(=O)NC2(CCOc3ccccc32)C1=O)NCCc1ccccc1 (stereo unspecified),9,·,0,-8,0,0,1.6,-2
Cc1c(C(=O)NCc2cccnc2)oc2ccc(S(=O)(=O)N3CCCC(C)C3)cc12 (stereo unspecified),-15,·,-2,·,1,-17,·,3
Cc1cc(=O)oc(C)c1C(=O)Nc1cccnc1Cl,·,-2,-1,-4,2,0,0.1,-1
O=C(c1ccc2c(c1)OCCO2)N1CCN(Cc2c(F)cccc2Cl)CC1,5,2,-5,·,0,4,-2.6,-1
COc1ccc(/C=C2/SC(=O)N(CC(=O)Nc3cc(C)on3)C2=O)cc1OC,·,0,0,9,0,4,-1.7,-2
COc1ccc(CCNC(=O)c2ccc(NC(=O)CC3SC(N4CCCCC4)=NC3=O)cc2)cc1 (stereo unspecified),-9,-7,1,17,2,0,-0.8,2
CCC(=O)N1[C@@H](CO)[C@@H]2c3ccccc3N(C(=O)c3cnccn3)C[C@@H]21,9,9,-2,3,2,9,-3.4,-9[16.7 µM]
C[C@H]1CN([C@@H](C)CO)C(=O)c2cc(C3=CCCCC3)cnc2O[C@H]1CN(C)Cc1cccnc1,-1,7,1,-6,-1,-8,-0.9,22[16.7 µM]
Cc1ccn2cc(-c3cnoc3C)nc2c1,-6,·,-3,-3,-1,-10,·,-1
CC(CN1CCCCC1)OC(=O)CCc1ccccc1 (stereo unspecified),0,15,-7,10,-7,5,2.6,4
COc1ccc(-c2ccc([C@H]3[C@@H](CO)N4CCCCN(CC5CCOCC5)C[C@@H]34)cc2)cc1,18,8,-1,·,0,0,-0.4,7[16.7 µM]
CC(C)[C@H](NC(=O)c1ccccc1F)C(=O)Nc1ccc2c(c1)OCO2,3,56,5,0,-1,·,-3.0,·
CO[C@H]1CN(C)C(=O)c2ccc(NC(C)=O)cc2OC[C@H](C)N(C(=O)Cc2ccccn2)C[C@@H]1C,·,6,·,-10,·,4,-2.3,·
COc1cc(C(=O)N2C[C@H]3CC[C@H]2C3)ccc1OC1CCN(C(C)=O)CC1,1,56,2,2,4,·,-1.5,2
COc1ccc(CCN=C(N)NS(=O)(=O)c2ccc(C)cc2)cc1,·,21,-3,1,·,5,·,5
Cc1sc(NC(=O)CN2CCN(c3ccccn3)CC2)c(C#N)c1C,0,·,-1,·,1,-3,·,-1
CCCC#Cc1ccc2c(c1)O[C@H](CN(C)C(=O)c1ccncc1)[C@H](C)CN([C@@H](C)CO)S2(=O)=O,-10,-1,1,·,0,1,3.2,-31[16.7 µM]
COc1cc(NS(=O)(=O)c2cn(C)cn2)cc(OC)c1,7,18,-5,-2,-1,0,-1.8,1
CC1(C2CCCC2)NC(=O)NC1=O (stereo unspecified),3,-1,-3,-9,0,-3,5.1,-2
Cc1ccccc1C(=O)N(C)[C@H]1C[C@H]2c3[nH]c4ccccc4c3CCN2C[C@H]1[C@H](C)O,1,-4,7,1,1,-24,0.3,14
CCOC(=O)NCc1ccccc1,-3,·,-4,·,-2,6,·,-7

# Going on with the list:
SMILES,Statin myotox sup,INS-1E GSIS act,PglD inh,FN deposit inh,Cneo AK release,PGC1a acetyl inh,CFTR F508del cor,miR-122 sensor
O=C(O)c1ccc(-c2nc(-c3ccccc3)c(-c3cccs3)[nH]2)cc1,-6,53*,·,-1,·,4,-0.5,-3
CC(=O)c1cccc(NC(=S)NCCc2ccc(Cl)cc2)c1,7,-17,2,-10,2,·,-1.0,13
O=C1CN(C(=O)N[C@@H](Cc2ccccc2)C(=O)N[C@H](Cc2ccccc2)C(=O)O)c2ccccc2N1,1,-7,1,·,1,4,-0.7,3
O=C(Nc1c(-c2ccc(F)cc2)nc2ccccn12)c1ccc(F)cc1,2,35,0,4,4,-9,0.8,-4
COCCOc1ccc(C(F)(F)F)cc1NC(=O)COC(=O)c1ccc(N2CCCC2=O)cc1,-2,-14,1,4,-1,1,0.2,-5
O=C1CNc2ccc(C(=O)N3CCN(c4ccccn4)CC3)cc2N1,-4,-6,-3,5,-1,11,-0.3,-4
C[C@@H]1CN([C@H](C)CO)C(=O)Cc2cc(NC(=O)Nc3ccc4c(c3)OCO4)ccc2O[C@@H]1CN(C)S(=O)(=O)c1cccs1,6,-17,-1,·,2,-1,-4.3,-10[16.7 µM]
Cc1ccccc1NC(=O)Cc1nc(COC(=O)c2ccc(Cl)c(S(N)(=O)=O)c2)cs1,5,2,5,1,3,·,6.2,·
